# RXFP1 ag: agonists of human relaxin receptor RXFP1; Potency, µM (highest dose often 57.5 µM), inactives show at the highest dose activation, most hits filed as activators; HEK293T-RXFP1 cAMP TR-FRET, 30 min; response scale: percent of porcine relaxin response, buffer zero; AID 2676; 370,000 tested, 0.3% active; Q9HBX9; also: potency is read from the fitted curve at half-maximal effect; % is scaled to controls: 0 for no effect and ±100 for the full control effect; nearly all actives have a fitted effect of over 60% in size; many of its hits are not listed in these tables
#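 HEK293T cells stably expressing RXFP1 were pretreated with the PDE4 inhibitor Ro 20174, exposed to compounds for 30 min at 37C, lysed, and cAMP was read by TR-FRET. Data normalized to buffer (basal) and 29 nM porcine relaxin (100%).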
# PI4K2A inh: PI4K2A (human) kinase inhibition; activity change, negative = inhibition, % at 76.9 µM; AID 1346378; 420,000 tested, 0.13% active; Q9BTU6; purified PI4K2A, ADP-Glo luminescence, 1 h; stronger effect = lower value; in the data active = activity change below about -50%; inconclusive = mostly about -30% to -49%;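 also: -100% = wells without enzyme as full effect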
#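 Compounds are screened against recombinant PI4K2A using PI as substrate and ATP, the latter dispensed at 300 microM. Reactions run one hour at ambient temperature before ADP-Glo detection; full inhibition defined by wells lacking enzyme.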
# LDHA block: LDHA (human) enzyme inhibition; P00338; purified LDHA, NADH/diaphorase-resazurin fluorescence; stronger effect = lower value; activity change, % (values are at about 110 or 230 µM); 480,000 tested, 0.15% active; in the data active = activity change below about -30%; inconclusive = mostly about -25% to -30%;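 also: plate controls were DMSO wells for no effect and wells without enzyme for full effect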
#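 Remaining NADH was detected by diaphorase (0.133 mg/mL) converting 37 µM resazurin to fluorescent resorufin, read at 0 and 20 minutes. The preceding 5-minute room-temperature reaction used 2 nM LDHA, 0.2 mM sodium pyruvate and 0.06 mM NADH at pH 7.4.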
# TrxR1 substrate: rat thioredoxin reductase 1 substrate activity; Potency, µM (series often up to 114 µM), for the others: at the top dose activity change, negative = substrate turnover; O89049; purified TrxR1 substrate turnover, NADPH consumption readout; 390,000 tested, 0.01% active; also: potency is read from the fitted curve at half-maximal effect; % is scaled to controls: 0 for no effect and ±100 for the full control effect; nearly all actives have a fitted effect of over 50% in size
# Target sequence (O89049 whole entry, looked up): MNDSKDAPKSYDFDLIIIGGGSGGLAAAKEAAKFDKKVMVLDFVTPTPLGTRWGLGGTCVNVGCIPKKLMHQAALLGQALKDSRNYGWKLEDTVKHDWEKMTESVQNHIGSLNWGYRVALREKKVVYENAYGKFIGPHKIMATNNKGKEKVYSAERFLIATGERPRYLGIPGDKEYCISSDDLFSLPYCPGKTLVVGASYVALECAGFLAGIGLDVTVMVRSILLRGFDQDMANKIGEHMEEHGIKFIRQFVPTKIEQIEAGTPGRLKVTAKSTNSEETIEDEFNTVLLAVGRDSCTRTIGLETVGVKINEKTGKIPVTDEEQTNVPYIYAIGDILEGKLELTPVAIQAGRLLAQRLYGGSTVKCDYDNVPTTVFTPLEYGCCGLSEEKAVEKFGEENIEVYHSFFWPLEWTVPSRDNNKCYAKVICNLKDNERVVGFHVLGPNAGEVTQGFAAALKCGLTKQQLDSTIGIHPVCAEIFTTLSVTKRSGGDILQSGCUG
#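 Rat TrxR1, dispensed at 90 nM, was prereduced with 400 uM NADPH (final) for 5 min at ~22 deg C, then incubated with compound 15 min before 400 uM selenite. A first-read NADPH fluorescence drop versus no-compound background flagged substrates.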
# Vif-A3G inh: blocks the Vif interaction with human APOBEC3G | Q9HC16 | HeLa A3G-eYFP + Vif (tagged APOBEC3G with the HIV-1 protein that degrades it), YFP fluorescence, overnight | Potency, µM (series often up to 46.1 µM), inactives show at the top dose activity, negative = active, most hits filed as inhibitors | 410,000 tested, 0.076% active;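 also: potency is read from the fitted curve at half-maximal effect; % is scaled to controls: 0 for no effect and ±100 for the full control effect; nearly all actives have a fitted effect of over 60% in size; hits raise eYFP signal because A3G escapes Vif-driven loss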
#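 Read-out is eYFP fluorescence (Ex 488/Em 500-530) from Vif-expressing HeLa A3G-eYFP cells; more signal means A3G escaped Vif-mediated degradation. Cells plated overnight, compound pinned in, incubated overnight at 37 deg C.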
# USP1-UAF1 inh: USP1/UAF1 (human) deubiquitinase inhibition; recombinant USP1/UAF1, Ub-Rhodamine cleavage fluorescence; O94782; 390,000 tested, 0.23% active; Potency, µM (doses to about 57.1 µM), inactives show at the highest dose activity change, negative = inhibition, most hits filed as inhibitors; also: potency is read from the fitted curve at half-maximal effect; % is scaled to controls: 0 for no effect and ±100 for the full control effect; nearly all actives have a fitted effect of over 60% in size; inactives centre near -12
#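 USP1/UAF1 complex at 1 nM was preincubated with compound for 15 min at room temperature, then Ub-Rho substrate (150nM final) was added. Fluorescence (480/540 nm) was read kinetically, 6 reads every 60 seconds.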
# Glioma ERSR ind: inducers of ER stress response in human glioma cells | 420,000 tested, 0.02% active | Potency, µM, without a hit: top-dose activation, usual class: activators | U87-MG GRP78 promoter luciferase reporter, 16 h; also: potency is read from the fitted curve at half-maximal effect; series mostly up to about 76 µM; % of control where 0% means no effect; nearly all actives have a fitted effect of over 35% in size
#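 Stably transfected U87-MG glioma cells carrying a GRP78-based luciferase sensor; 16 h compound incubation. Luminescence end-point read 10 min after Bright-Glo addition at room temperature.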
# mIDH1 inhibitor: human IDH1 R132H inhibition | O75874 | IDH1-R132H enzyme, NADPH consumption, diaphorase/resazurin fluorescence | AID 602179 | 390,000 tested, 0.093% active | Potency, µM (top dose mostly 76.6 µM), for inactives: at the highest dose activity change, negative = inhibition, actives largely listed as inhibitors; also: potency is read from the fitted curve at half-maximal effect; % is scaled to controls: 0 for no effect and ±100 for the full control effect; nearly all actives have a fitted effect of over 65% in size
# Target sequence (O75874 whole entry R132H, stated change not applied): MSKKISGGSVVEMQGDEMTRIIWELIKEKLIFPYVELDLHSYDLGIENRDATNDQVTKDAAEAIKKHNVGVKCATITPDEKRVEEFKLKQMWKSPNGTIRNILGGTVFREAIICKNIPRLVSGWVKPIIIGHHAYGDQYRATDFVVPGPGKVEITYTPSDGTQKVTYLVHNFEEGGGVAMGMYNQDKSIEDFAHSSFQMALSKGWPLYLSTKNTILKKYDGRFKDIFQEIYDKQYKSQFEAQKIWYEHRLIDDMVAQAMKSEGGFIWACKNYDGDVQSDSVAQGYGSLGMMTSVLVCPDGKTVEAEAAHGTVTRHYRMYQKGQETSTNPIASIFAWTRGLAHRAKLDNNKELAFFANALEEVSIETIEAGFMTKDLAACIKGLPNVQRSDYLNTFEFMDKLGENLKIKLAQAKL
#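 IDH1-R132H (0.5 ug/mL dispensed) in pH 7.5 Tris buffer was preincubated 30 min with compound, then given a substrate mix of 0.016 mM NADPH and 2 mM alpha-KG for 80 min at room temperature; remaining NADPH was read by diaphorase/resazurin fluorescence.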
# Vif-A3F inh: Vif-A3F binding inhibition; HeLa A3F-eYFP + Vif (tagged APOBEC3F with the HIV-1 protein that degrades it), YFP fluorescence increase; Potency, µM (top dose mostly 46.1 µM), without a hit: at the highest dose activity, negative = active; 390,000 tested, 0.2% active; AID 602313; also: potency is read from the fitted curve at half-maximal effect; % of control where 0% means no effect; nearly all actives have a fitted effect of over 65% in size
#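 HeLa cells stably expressing Vif plus C-terminally eYFP-tagged A3F were seeded, incubated overnight at 37 deg C, dosed with compound, incubated overnight again at 37 deg C. Yellow fluorescence (Ex 488/Em 500-530) reported blocked Vif-mediated A3F-eYFP degradation.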
# The depositor's hits bear a star; u = inconclusive; x = not tested or not shown; & = joins results of further samples; [ ] = dose if it differs, or a comment. Unless noted, calls follow the shape of the dose curve; as a rule, active = well fitted curve in the direction sought with a large enough effect; inconclusive = small, poorly fitted or top-dose-only effect, or another doubt; inactive = no such curve, though single readings can be large; an effect the other way counts as inactive or inconclusive.
SMILES,RXFP1 ag,PI4K2A inh,LDHA block,TrxR1 substrate,Vif-A3G inh,USP1-UAF1 inh,Glioma ERSR ind,mIDH1 inhibitor,Vif-A3F inh
CCN(CC)S(=O)(=O)c1ccc(S(=O)(=O)NCC2CCCO2)cc1 (stereo not drawn),-0.6%,7,-3,-13%,-2%,-5%,-3%,-4%,-3%
CCOC(=O)C1CCCN(C(=O)c2ccc(Cl)c(S(=O)(=O)N3CCc4ccccc43)c2)C1 (stereo not drawn),x,3,0,-5%,6%,-7%,0%,-2%,9%
Cn1cccc1C(=O)NC(=O)COC(=O)CNC(=O)c1ccc(Cl)cc1Cl,2.0%,-4,4,8%[57.1 µM],0%,-16%,-4%,4%,12%
COC(=O)[C@H]1C[C@H](OC(=O)NC2CC2)[C@@]2(O)CN(S(=O)(=O)c3ccc(C)cc3)CC2[C@H]1C(=O)OC (stereo partly drawn),x,-20,5,x,0%,-19%,1%,31%,-13%
Cc1nn(Cc2c(F)cccc2Cl)c(C)c1NC(=O)C1CC1,-0.3%,2,-4,-19%[57.1 µM],-5%,-16%,-2%,7%,0%
N#Cc1cc(N2CCOCC2)nc2ccccc12,5.7%,0,-5,-1%,-10%,-14%,4%,0%,5%
Cc1ccc(C(=O)c2oc3ccccc3c2NC(=O)c2cc(-c3ccccc3)on2)cc1,0.0%,-3,-6,-2%,1%,1%,0%,-2%,-1%
O=C(Nc1ccc(OCC(=O)N2CCOCC2)cc1)c1cncc(Br)c1,1.3%,4,0,-7%,2%,-12%,-3%,8%,0%
O=C1CC(c2ccco2)CC(O)=C1C=NCCN1CCN(C(=O)Nc2ccc(Cl)cc2)CC1 (stereo not drawn),-0.9%,1,-8,-11%,2%,-10%,-3%,-1%,-3%
N#Cc1ccccc1OCC(=O)NC1CCCCC1,x,0,-5,4%[57.1 µM],-1%,-1%,0%,0%,4%
CC(C)=CCCC1=CCC2C(=O)NNC(=O)C2C1 (stereo not drawn),0.3%,5,-7,15%[57.1 µM],-1%,-23%,1%,8%,-3%
COc1ccc(Br)cc1C(=O)Nc1nc2ccc(F)cc2s1,2.0%,-2,-3,4%,x,-1%,x,x,x
Cc1cccc(N(C(=O)c2snc(C(N)=O)c2N)C(C)C(=O)NCC2CCCO2)c1 (stereo not drawn),6.5%,2,-4,12%[57.1 µM],0%,4%,-6%,-3%,8%
Cc1ccc(-c2onc(C)c2C)cc1S(=O)(=O)N1c2ccccc2CC1C (stereo not drawn),0.5%,1,1,-6%[57.1 µM],4%,0%,-3%,0%,-7%
Cc1ccc(S(=O)(=O)Nc2c(C)nn(C)c2C)cc1,0.4%,3,2,1%,3%,2%,-1%,0%,4%
CCC(C(=O)Nc1cc(-c2nc3cccnc3s2)ccc1C)c1ccccc1 (stereo not drawn),0.2%,3,-2,1%,-2%,8%,2%,-15%,-2%
CCCCN(C(=O)c1ccc(-n2nc(C)cc2C)cc1)c1c(N)n(CCC)c(=O)[nH]c1=O,-0.6%,-2,-3,-3%,1%,-15%,-2%,-3%,4%
Cc1nnc(SC(C(=O)Nc2ccc(Cl)c([N+](=O)[O-])c2)c2ccccc2)[nH]c1=O (stereo not drawn),1.4%,0,-7,9%[57.1 µM],0%,-19%,-1%,1%,3%
Cc1cccc(Cn2nc(C(C)(C)C)cc2C(=O)N2CCOCC2)c1,1.1%,8,-4,-8%,6%,-12%,-1%,16%,7%
O=C(COc1ccc(S(=O)(=O)NC2CCCCC2)cc1)NCc1cccnc1,0.0%,1,2,8%[57.1 µM],1%,-9%,1%,9%,-2%
CCCC(=O)Nc1ccc(C(=O)NNC(=S)NC(=O)c2cccs2)cc1,-1.7%,-5,0,-1%[57.1 µM],-3%,-1%,1%,4%,-1%
NC(N)=NCCCS(=O)(=O)Nc1ccc(Nc2c3ccccc3nc3cc([N+](=O)[O-])ccc23)cc1,x,2,11,4%[11.4 µM],-1%,-18%,-7%,-2%,u
CC(C)(C)n1nnnc1C(c1ccccc1OC(F)(F)F)N1CCN(C/C=C/c2ccccc2)CC1 (stereo not drawn),x,-1,-5,x,1%,x,-3%,x,x
COc1ccc(S(=O)(=O)n2nc(OC(C)=O)cc2N(C(C)=O)C(C)=O)cc1,-1.1%,5,-4,7%,0%,-6%,-4%,11%,-1%
Cc1nnc(SCc2ccc(C(=O)Nc3cc(Cl)ccc3C)cc2)s1,1.8%,0,-9,-3%,-4%,-13%,8%,-5%,-4%
O=C(Nc1ccc(OC(F)F)cc1)c1cc(S(=O)(=O)N2CCOCC2)ccc1N1CCCC1,x,4,-11,-4%,1%,1%,2%,-4%,1%
CC(=O)c1ccc(S(=O)(=O)N2CCCC(N(C)CCc3ccccn3)C2)cc1 (stereo not drawn),4.2%,-4,-8,-5%,2%,3%,-6%,2%,12%
CCOc1ccc2cc(-c3nnc(Nc4ccccc4F)s3)c(=O)oc2c1,0.3%,-5,-11,-3%,6%,-2%,-1%,0%,u
Cc1nn(-c2ccccc2)c(N)c1Sc1ccccc1[N+](=O)[O-],0.3%,-3,-5,-4%,-5%,-7%,-4%,7%,-3%
COCCn1c(Cc2cccn2C)nnc1SCC(=O)Nc1nccs1,-1.4%,-1,-1,6%,0%,-23%,-3%,0%,-7%
CN(Cc1ccccc1)Cc1nc2c(c(=O)n(C)c(=O)n2C)n1CCCc1ccccc1,2.0%,1,-3,7%[57.1 µM],1%,u,-3%,10%,-7%
O=C(Nc1nc2cc3c(cc2s1)OCCO3)c1ccncc1,-4.1%,-3,0,4%[57.1 µM],-8%,-16%,-3%,2%,2%
COc1cccc(OC)c1C(=O)N1CCN(Cc2ccccc2C(F)(F)F)CC1,3.7%,18,-18,10%[57.1 µM],-7%,-28%,3%,3%,3%
COc1ccccc1OCc1ccc(C(=O)NC(C)(C)C)o1,-0.8%,-4,1,0%,0%,-5%,0%,0%,3%
Cc1nnc(SCc2ccc(F)cc2)n1NC/C=C/c1ccccc1,-1.6%,-3,-6,-5%,4%,-5%,-5%,7%,-3%
CCC(C)(C(=O)Nc1ccc(OC)cc1)N(C)C(=O)Cn1nnnc1N (stereo not drawn),4.4%,4,1,7%,5%,0%,-2%,6%,-3%
CCc1ccc(-c2csc3[n+]2CCN3C(C)=O)cc1,-0.9%,-22,-2,3%,0%,-6%,-3%,0%,2%
Cc1ncc(C[n+]2csc(CCOC(=O)CC3C4CC5CC(C4)CC3C5)c2C)c(N)n1 (stereo not drawn),1.9%,-11,3,-6%,0%,-22%,-7%,6%,0%
O=C(NCCN1CCOCC1)c1cc(-c2ccccc2Cl)on1,-0.3%,9,-10,3%,3%,-1%,-2%,-2%,-5%
Cc1c(C)c2c(c(C)c1O)CC[C@@](C)(CCC[C@H](C)CCC[C@H](C)CCCC(C)C)O2,x,4,-9,3%,1%,-23%,-2%&-4%&-3%&3%,0%,2%
COc1ccccc1-c1nc(S(=O)(=O)c2ccc(Cl)cc2)c(N(C)C)o1,-0.7%,0,-9,5%[57.1 µM],-2%,6%,-2%,4%,-11%
CC(C)n1nc(C(=O)Nc2cccc(S(=O)(=O)NCc3ccco3)c2)c2ccccc2c1=O,-1.4%,-1,-2,-1%,-6%,0%,2%,2%,-3%
O=C(Cc1ccc(Cl)cc1)Nc1ccc(C(=O)N2CCCCC2)cc1,0.6%,-2,-1,3%,-1%,-12%,1%,-9%,-3%
COc1cccc(NC(=O)CNC(=O)c2ccc(OC)c(OC)c2)c1,-5.2%,6,0,1%,1%,-5%,-5%,15%,5%
CC(C)(C)C1CCC(C(=O)OCC(=O)Nc2ccc3[nH]c(=O)[nH]c3c2)CC1 (stereo not drawn),0.0%,-9,6,-1%,-8%,-7%,-1%,-10%,-2%
CCCCn1c(N)c(N(CC(C)C)C(=O)c2cc3c(s2)CCC3)c(=O)[nH]c1=O,-3.4%,-6,-2,1%[57.1 µM],-5%,-1%,-5%,-1%,-16%
COc1ccc(C(=O)/C=C/c2cccnc2)c(OC)c1,-2.8%,-7,4,-6%,-27%,-13%,-9%,0%,4%
Cc1cc(C)cc(N(C(=O)CNC(=O)c2ccco2)C(C(=O)NC2CCCCC2)c2cccnc2)c1 (stereo not drawn),-5.1%,-1,-3,7%[0.0914 µM],-3%,-6%,-2%,u,6%
O=c1[nH]c(=S)[nH]c2nc[nH]c12,x,x,-7,-4%,2%,x,-2%,x,x
CC(=O)NCCC(=O)N1CCCC(N2CCN(c3cccc(Cl)c3)CC2)C1 (stereo not drawn),-0.9%,-4,0,0%[11.4 µM],3%,-16%,0%,-5%,-1%
CCN1CCN(CC(=O)Nc2nc3ccccc3s2)CC1,-1.7%,-2,-20,5%,-5%,-17%,1%,13%,-4%
CSc1nc2ccccc2cc1/C=C(\C#N)c1ccc(Cl)c(Cl)c1,2.0%,-3,-2,-2%[57.1 µM],-12%,7%,-6%,2%,u

# Some of the compounds tested; count on the stated rates, not on these rows.
